OXTR potentiate – potentiators of human oxytocin receptor | P30559 | CHO-OTR cells, Fluo-8 calcium fluorescence, potentiator mode; 0% = oxytocin EC15, 100% = EC100 | activation, % at 3 µM | 0.061% of 320,000 active;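 active = activation above that plate's cutoff, the mean activation of tested compounds plus 3 SD, cut at about 6.6% in these data, passing the limit was not always enough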;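 also: 100% uses oxytocin at 75 nM as the full agonist control; some results filed as inactive read as strong as hits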
Target sequence (P30559 whole entry, looked up): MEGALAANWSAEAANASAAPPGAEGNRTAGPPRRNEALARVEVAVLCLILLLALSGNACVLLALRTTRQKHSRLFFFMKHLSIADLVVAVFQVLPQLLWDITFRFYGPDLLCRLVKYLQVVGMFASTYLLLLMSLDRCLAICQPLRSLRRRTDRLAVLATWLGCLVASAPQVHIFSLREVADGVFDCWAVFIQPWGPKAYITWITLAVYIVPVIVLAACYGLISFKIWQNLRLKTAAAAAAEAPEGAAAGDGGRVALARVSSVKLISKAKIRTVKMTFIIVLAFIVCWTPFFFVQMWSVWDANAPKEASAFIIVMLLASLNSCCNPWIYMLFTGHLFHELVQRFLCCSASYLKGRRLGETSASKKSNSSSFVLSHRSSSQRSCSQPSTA
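Assay system: CHO cell line stably expressing human OTR. Reagent: EC15 oxytocin agonist. Dosing: single dose, 3.0 µM nominal final compound concentration. Timing: compound 6 min at room temperature before oxytocin, 100 s read. Signal: kinetic Fluo-8 calcium fluorescence. Controls: oxytocin EC15 low and EC100 high.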
MEKK2wt PB1 HTS – raises or lowers MEK5 binding to wildtype human MEKK2 PB1 domain | 1.1% of 290,000 active | bead flow cytometry, Alexa488-MEK5 binding to MEKK2 WT; actives lie on both sides | binding response (% of control), % at 10 µM | AID 1531; in the data active = binding response below about 67% or above about 130%
OXTR agonist – human OXTR agonism | CHO-OTR cells, Fluo-8 calcium fluorescence; normalized: DMSO 0%, oxytocin 100% | activation, % at 3 µM | 0.32% of 320,000 active;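 active = activation above the mean of all tested compounds plus 3 SD, cutoff set per screening run, cut at about 20% in these data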;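 also: peak over basal fluorescence ratio from a 100 s FLIPR kinetic read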
GalR3 antagonist – antagonists of human GalR3 | AID 651719 | 0.44% of 360,000 active | inhibition, % at 3 µM | HEK293 GalR3-CNG cAMP membrane potential fluorescence; galR3 body fused to GalR1 C-terminus;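 active = inhibition above the screen-wide average plus 3 SD, cut at about 13% in these data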;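 also: forskolin and galanin both at EC90 stimulate the cells; cAMP rise reported by CNG channel membrane potential dye signal; 0% = forskolin plus galanin with DMSO and 100% = forskolin alone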
Target sequence (O60755 1-299 limits assumed): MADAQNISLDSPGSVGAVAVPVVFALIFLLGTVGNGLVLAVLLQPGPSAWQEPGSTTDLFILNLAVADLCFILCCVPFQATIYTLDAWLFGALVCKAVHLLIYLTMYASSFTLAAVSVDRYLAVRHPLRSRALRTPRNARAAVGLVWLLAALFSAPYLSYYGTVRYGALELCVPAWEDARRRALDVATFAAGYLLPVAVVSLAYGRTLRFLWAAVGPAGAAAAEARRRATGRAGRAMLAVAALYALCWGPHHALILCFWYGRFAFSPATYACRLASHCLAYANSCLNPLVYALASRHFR
MEKK2 mut-MEK5 – signal of MEK5 binding to mutant human MEKK2 PB1 domain. bead flow cytometry, Alexa488-MEK5 binding to MEKK2 mutant. percent response, % at 10 µM. 0.35% of 290,000 active; in the data active = percent response above about 24%, passing the limit was not always enough; also: inactives centre near 1; some results filed as inactive read as strong as hits
NALP1 inh – NALP1 inhibition; S. cerevisiae NALP1/ASC/caspase-1 growth, X-gal OD620, 72 h; inhibition, % at 10 µM; 0.61% of 280,000 active; AID 2071; in the data active = inhibition mostly above about 24%, no sharp cut-off; inactive = mostly below about 32%; also: some compounds called inactive have numbers as strong as hits
M18AAP inhibitor – PfM18AAP enzyme inhibition | AID 1822 | recombinant PfM18AAP, H-Glu-NHMec fluorogenic cleavage | 1.2% of 290,000 active | inhibition, % at 7.35 µM;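 active = inhibition above the campaign mean inhibition over all tested compounds plus 3 SD, cut at about 28% in these data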;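 also: 0% = plate median of test compound wells and 100% = 2 mM ZnCl2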
V1R ag counter – V1a receptor agonism, counter-screen for OXTR agonists | CHO-V1R cells, Fluo-8 calcium fluorescence, agonist mode; 0% DMSO, 100% 3 nM vasopressin | activation, % at 3 µM | 0.25% of 320,000 active | AID 2797;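 active = activation above the mean activation of all tested compounds plus 3 SD, per screening run, cut at about 20% in these data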;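 also: signal is peak over basal fluorescence ratio across a 100 second FLIPR read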
GPR7 antag – antagonists of human GPR7 (neuropeptides B/W receptor 1); 1.1% of 290,000 active; P48145; AID 1861; GPR7-expressing cells, fluorescence antagonist assay; inhibition, % at 4.4 µM; in the data active = inhibition above about 16%, passing the limit was not always enough;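 also: cells stimulated with the agonist NPW; 0% = agonist with vehicle and 100% = vehicle without agonist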
Target sequence (P48145 whole entry, looked up): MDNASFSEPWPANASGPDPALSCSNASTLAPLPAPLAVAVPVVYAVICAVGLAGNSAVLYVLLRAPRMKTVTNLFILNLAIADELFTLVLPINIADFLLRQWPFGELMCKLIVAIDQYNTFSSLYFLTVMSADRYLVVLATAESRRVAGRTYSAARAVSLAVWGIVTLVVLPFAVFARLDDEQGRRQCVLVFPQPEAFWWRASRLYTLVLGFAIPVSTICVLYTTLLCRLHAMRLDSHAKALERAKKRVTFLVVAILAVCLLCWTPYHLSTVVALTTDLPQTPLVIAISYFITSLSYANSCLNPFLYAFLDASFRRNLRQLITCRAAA
* marks the source's active call; other numbers are inactive results; . = not tested or not shown.

SMILES | OXTR potentiate | MEKK2wt PB1 HTS | OXTR agonist | GalR3 antagonist | MEKK2 mut-MEK5 | NALP1 inh | M18AAP inhibitor | V1R ag counter | GPR7 antag
N#CC1(c2c(O)nc3n(c2=O)CCCS3)CCCCC1 | -10 | 95 | -1.1 | -1 | -3 | 6 | 1 | 0.5 | -5
COc1ccc(S(=O)(=O)Nc2cccc(-c3ccc4nncn4n3)c2)c(OC)c1 | -2 | . | 1.3 | -2 | . | . | . | 0.8 | .
O=C(CN(C(=O)CNC(=O)c1ccco1)c1ccc2c(c1)OCCO2)NC1CCCC1 | -9 | 102 | 1.0 | -3 | 2 | 18 | -9 | 1.7 | -2
COc1cc(/C=N/Nc2ccc(Cl)nn2)cc(OC)c1O | -11 | 113 | -0.1 | 3 | 8 | 6 | 39* | 0.3 | 11
Cc1ccc(-c2nnn(CC(=O)N(CC(=O)NC3CCCC3)c3cccc(F)c3)n2)o1 | -7 | 104 | 0.3 | -8 | 3 | -5 | -4 | 2.3 | -9
CCOc1ccc(C(=O)NC(=S)Nc2ccc(N3CCOCC3)c(Cl)c2)cc1[N+](=O)[O-] | -3 | 97 | 2.7 | -5 | -2 | 13 | 13 | 1.0 | 21*
Cc1nc2ccc(NC(=O)c3cncc(Br)c3)cc2s1 | -4 | 99 | -1.9 | 2 | -3 | . | 3 | 0.5 | 11
Cc1ccc(OC(=O)CCC(=O)NC(C)c2ccccc2)cc1 (stereo not drawn) | -5 | 96 | -0.9 | -4 | -2 | 12 | 6 | -0.2 | -2
CCN(CC)c1ccc(-c2c(C#N)c(N)nc(OC)c2C#N)cc1 | -10 | 85 | 4.7 | 3 | -11 | 16 | -6 | 4.1 | -8
Cc1ccc(OCC(=O)Nc2cc(S(=O)(=O)N3CCCCC3)ccc2C)c([N+](=O)[O-])n1 | -3 | 100 | 1.6 | 13* | -1 | 39 | -14 | 0.5 | -9
CCc1ccc(S(=O)(=O)Nc2ccc(O)c3ccccc23)cc1 | -5 | 108 | 5.0 | -3 | 8 | 22 | 5 | 3.0 | -7
N#Cc1nc(COc2ccc(Cl)cc2)oc1N1CCCC1 | -6 | 110 | -1.0 | -4 | 3 | 26 | 1 | -1.4 | -6
COc1ccc(S(=O)(=O)Nc2cccc3c2O[C@H](CN(C)CC2CC2)[C@@H](C)CN([C@H](C)CO)C3=O)cc1 | 1 | . | 0.4 | -6 | . | . | . | 1.4 | .
O=C(NC1CCCCC1)c1cc2nc3c(c(C(F)(F)F)n2n1)CCCC3 | -6 | 100 | -1.6 | -1 | -3 | 4 | 6 | -0.4 | -3
O=C(Nc1ccccc1Cl)c1ccccc1 | -1 | 103 | -0.8 | 2 | 1 | 15 | -6 | 0.4 | -1
Cc1cc(NC(=O)C2C3C=CC(C3)C2C(=O)O)no1 (stereo not drawn) | -5 | 103 | -0.5 | -7 | 7 | 22 | 4 | 0.7 | -7
O=C(Nc1ccccn1)C1CCN(S(=O)(=O)c2ccccc2)CC1 | 0 | . | 1.0 | -4 | . | . | . | 0.8 | .
Cc1cc(O)cc(C)c1Cl | -13 | 107 | 0.2 | 3 | 3 | . | . | 1.7 | .
COc1ccc(-n2ncc3c(NCCCn4ccnc4)ncnc32)cc1 | 7 | 103 | 0.1 | -2 | 3 | -5 | 0 | -0.5 | -8
O=C(COC(=O)CNC(=O)c1ccccc1)Nc1ccc(Cl)cn1 | 0 | . | -1.0 | -5 | . | . | . | -0.2 | .
COc1cc(/C=C/C(=O)O)cc(S(=O)(=O)N2CCCc3ccccc32)c1OC | 3 | 96 | 1.4 | -5 | -3 | 10 | -11 | -0.2 | -6
Cc1ccc(OCCSc2cc(C)nc(N)n2)cc1 | -9 | 98 | -0.3 | -2 | -1 | 9 | -5 | 1.4 | 5
Cc1ccc2[nH]c3c(c2c1)CN(C)CC3 | -1 | 101 | 3.1 | -5 | 16 | -45 | -5 | 1.3 | -3
CCCCCC(=O)Nc1nnn(CCC)n1 | -3 | 106 | 0.0 | -8 | 5 | 43* | 4 | 0.5 | -5
COc1ccccc1OCCNC(=O)c1cc(=O)[nH]c2ccccc12 | 9.1* | 89 | 0.2 | -5 | -14 | . | -3 | 0.1 | -9
COc1ccc2c3c(cccc13)N(C)N=C2C | -1 | . | -1.0 | -1 | . | 4 | -5 | 0.7 | -3
COc1cccc(C(=O)NC2CC3CCC(C2)N3Cc2ccccc2)c1 (stereo not drawn) | -3 | 107 | -0.2 | -9 | 1 | 34 | -2 | 0.1 | -15
CC(C)NC(=O)COC(=O)c1cc(Br)ccc1Cl | 1 | 99 | -1.3 | 3 | 0 | 3 | -2 | -1.2 | 0
O=c1[nH]nc(Cc2ccc(Cl)cc2)c2ccccc12 | -14 | 107 | 0.8 | -2 | 5 | -34 | 5 | 1.9 | 1
CC(=O)c1cc(CN2CCC(C(=O)Nc3cccc(-c4cscn4)c3)CC2)cs1 | -4 | 116 | 0.6 | -3 | 10 | 6 | 4 | 2.5 | -12
CSCCC(NS(=O)(=O)c1ccc2c(c1)oc(=O)n2C)C(=O)NC1CCCc2ccccc21 (stereo not drawn) | -6 | . | -1.9 | . | . | -12 | -6 | -0.9 | -12
Cc1ccc(F)c(Oc2cc(NN3CCCCC3)c([N+](=O)[O-])cc2[N+](=O)[O-])c1 | 2 | 85 | -0.6 | -2 | -13 | -4 | -2 | -0.3 | -10
CCOC(=O)C1CCN(S(=O)(=O)c2ccc3c(c2)N(C(C)=O)CCO3)CC1 | -7 | 105 | 3.6 | 0 | 5 | 10 | 3 | 5.2 | -19
O=C1/C(=C/c2ccc(Cl)cc2)NC(=S)N1Cc1cccnc1 | -31 | 90 | 4.4 | -4 | -9 | 2 | 9 | 1.8 | 11
COc1ccc2nc(SCC(=O)N3CCNC3=O)[nH]c2c1 | 6 | 93 | 1.1 | -1 | -1 | 4 | -9 | 5.3 | -2
O=C(CSc1nnc(-c2cccnc2)n1Cc1ccco1)NCc1ccc2c(c1)OCO2 | 1 | 100 | -0.8 | 1 | -2 | 18 | -12 | -1.0 | -1
O=C(Cn1nnc2ccccc21)OCC(=O)c1ccc(Cl)c(Cl)c1 | -13 | 94 | -0.8 | -2 | 2 | 0 | 3 | -0.7 | -8
COc1cc(/C=C2/SC(=S)N(CCC(=O)Nc3ccc(C(=O)O)cc3)C2=O)cc(OC)c1OC | -4 | 99 | -0.6 | -2 | -2 | 3 | 0 | 1.1 | 4
O=C1CC[C@H](N2C(=O)c3ccccc3C2=O)C(=O)N1 | 6 | . | 1.5 | 0 | . | . | . | 0.9 | .
COCCn1c(C)cc(C(=O)COC(=O)c2ccc(Br)o2)c1C | -6 | 92 | 0.0 | -7 | -7 | 14 | -7 | -0.1 | 19*
CSc1ccc(/C=C2/C(=N)N3N=C(CC(=O)N4CCCC4)SC3=NC2=O)cc1 | -9 | 96 | 0.0 | -6 | -3 | 1 | 1 | -0.2 | -8
CCOC(=O)c1ccccc1NC(=O)CN1C(=O)c2ccccc2S1(=O)=O | 2 | 101 | 0.8 | -2 | 5 | 10 | 0 | 0.1 | -12
CCCc1cc(C(=O)Nc2sc(C)c(C)c2C(=O)OCC)no1 | . | 109 | . | . | 10 | . | 35* | . | -4
O=C1C=C(c2ccc(-c3ccccc3)cc2)C[C@@H](c2ccc3c(c2)OCO3)C1 | 0 | . | 1.0 | 1 | . | . | . | 1.2 | .
CCOc1ccc(S(=O)(=O)N/N=C(\C)c2ccc3c(c2)OCO3)cc1 | . | 101 | . | -6 | -2 | 11 | 3 | . | 2
CSc1ccccc1NS(=O)(=O)c1ccc2c(c1)OCCO2 | -3 | 95 | 0.3 | -10 | 4 | 8 | -3 | 0.4 | -12
Cc1c(CC(C)C)nc(N)c(C#N)c1-c1ccccc1 | -15 | 103 | -2.1 | -7 | 8 | 8 | 3 | 0.7 | -2
O=C(/C(=C/c1ccccc1)c1ccccc1)N1CCCCC1 | -17 | 100 | 0.5 | -3 | 1 | 21 | -8 | -0.8 | -2
COc1ccc(N2CCN(c3ncccn3)CC2)cc1 | 1 | 102 | 0.9 | -1 | 3 | 19 | 8 | 0.3 | -9
COc1cc(C)c(C(=O)Oc2cc(C)c(C(=O)O)c(O)c2)c(O)c1 | -7 | 102 | 0.2 | -7 | 5 | 1 | . | 1.1 | .
O=C1COc2ccc(N3C(=O)c4ccccc4C3=O)cc2N1 | -17 | 102 | -0.2 | . | -6 | 8 | 5 | 0.0 | -11
Cc1cc(NC(=O)c2cccc(F)c2)no1 | 2 | . | 0.0 | 1 | . | -1 | -4 | 0.8 | -6
CC(Sc1ccc(Cl)cc1)C(=O)Nc1ccccc1-c1ccccc1 (stereo not drawn) | -6 | 95 | 0.6 | -6 | -2 | 1 | 3 | 0.8 | -3
O=C(NCCc1ccccc1)C(=O)NCC1OCCN1S(=O)(=O)c1ccc2c(c1)OCCO2 (stereo not drawn) | -14 | 100 | -0.1 | -2 | -4 | 6 | 4 | 2.3 | 3
COc1ccccc1NS(=O)(=O)c1ccc(Cl)c(NC(=S)NC(=O)C2CCCC2)c1 | -14 | 94 | -0.8 | -5 | -4 | 15 | 1 | -0.6 | -20
CCC(C)C(=O)Nn1c(C2CC2)nc2cc(OC)c(OC)cc2c1=O (stereo not drawn) | -2 | 97 | -0.1 | 25* | -4 | 4 | -1 | -0.7 | -8
Nc1nc(NC(=O)/C=C\C(=O)O)nn1-c1ccccc1 | 2 | 91 | 1.8 | -6 | -3 | 8 | -1 | 0.5 | -19
Cc1nc(N2CCN(Cc3nc4ccccc4[nH]3)CC2)c2oc3ccccc3c2n1 | -11 | 92 | -2.5 | -3 | -4 | -2 | -11 | 1.3 | -13
O=C1C=C(c2ccc(O)cc2)C[C@@H](c2ccc3c(c2)OCO3)C1 | -3 | . | 3.3 | -8 | . | . | . | 1.9 | .
N#CC1=C(N)Oc2n[nH]c(-c3ccncc3)c2C1c1ccsc1 (stereo not drawn) | -2 | 96 | 0.6 | -4 | -3 | 32 | 10 | -0.5 | -15

Other structures
SMILES | OXTR potentiate | MEKK2wt PB1 HTS | OXTR agonist | GalR3 antagonist | MEKK2 mut-MEK5 | NALP1 inh | M18AAP inhibitor | V1R ag counter | GPR7 antag
Cc1nn(-c2ccccc2)c(Cl)c1/C=C1\SC(=S)N(C)C1=O | -4 | 93 | -0.5 | -2 | -2 | 28 | -2 | -0.3 | 15
O=C(NNc1c2ccccc2nc2ccccc12)c1ccccc1Cl | -9 | 111 | -0.5 | -9 | 13 | 14 | 11 | 0.7 | -7
NNC(=O)c1cc2ccccc2cc1NS(=O)(=O)c1ccccc1 | -13 | 117 | 7.7 | -7 | 11 | -24 | 0 | 9.7 | -11
NC(=O)c1ccc(NC(=O)C2CCCC2)cc1 | -6 | 107 | 3.4 | -1 | 3 | 18 | -6 | 0.5 | -20

Four compounds out of the list above, sorted by the number in GalR3 antagonist, largest number first:
| canonical_smiles | OXTR potentiate | MEKK2wt PB1 HTS | GalR3 antagonist | MEKK2 mut-MEK5 | NALP1 inh | M18AAP inhibitor | GPR7 antag |
| --- | --- | --- | --- | --- | --- | --- | --- |
| NC(=O)c1ccc(NC(=O)C2CCCC2)cc1 | -6 | 107 | -1 | 3 | 18 | -6 | -20 |
| Cc1nn(-c2ccccc2)c(Cl)c1/C=C1\SC(=S)N(C)C1=O | -4 | 93 | -2 | -2 | 28 | -2 | 15 |
| NNC(=O)c1cc2ccccc2cc1NS(=O)(=O)c1ccccc1 | -13 | 117 | -7 | 11 | -24 | 0 | -11 |
| O=C(NNc1c2ccccc2nc2ccccc12)c1ccccc1Cl | -9 | 111 | -9 | 13 | 14 | 11 | -7 |
